Bioassay records (PubChem BioAssay)
PPARg SRC-3 ag = PPARgamma agonists recruiting SRC-3 coactivator, primary screen, biochemical. AID 731, 2007. biochemical PPARgamma/SRC-3 coactivator recruitment assay. activation, % at 8 µM. 0.26% of 200,000 active; in the data active = activation above about 23%;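 also: 0% = DMSO and 100% = reference agonist; some compounds past the cut are filed as inactive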
Target sequence (P37231 whole entry, looked up): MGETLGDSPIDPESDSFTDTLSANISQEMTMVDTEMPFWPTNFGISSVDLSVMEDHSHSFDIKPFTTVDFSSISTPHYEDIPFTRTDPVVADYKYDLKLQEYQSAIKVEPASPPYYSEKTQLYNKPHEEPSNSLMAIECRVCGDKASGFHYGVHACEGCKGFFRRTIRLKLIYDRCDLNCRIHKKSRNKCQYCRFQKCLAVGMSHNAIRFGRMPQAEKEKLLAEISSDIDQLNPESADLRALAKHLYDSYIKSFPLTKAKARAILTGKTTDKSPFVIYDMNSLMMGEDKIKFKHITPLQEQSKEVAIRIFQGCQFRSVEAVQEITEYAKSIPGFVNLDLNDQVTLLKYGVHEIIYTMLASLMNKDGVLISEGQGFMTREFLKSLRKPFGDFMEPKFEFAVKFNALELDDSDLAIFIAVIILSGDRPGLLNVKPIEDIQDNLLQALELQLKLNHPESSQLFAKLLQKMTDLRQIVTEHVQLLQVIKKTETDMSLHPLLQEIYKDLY
ROMK primary = ROMK potassium channel modulators, primary screen, cell-based, thallium flux, MLSMR library; ATP-sensitive inward rectifier potassium channel 1 (Homo sapiens), P48048; Tet-inducible ROMK, thallium flux fluorescence; actives lie on both sides; B-score at 10 µM; 2% of 130,000 active; AID 1918, 2009;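 active = signal ratio slope over the read window, or its plate-corrected B-score, at least 3 SD from the plate mean, either direction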;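 also: B-score of the F/F0 ratio slope over 7 to 12 s after thallium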
Target sequence (P48048 whole entry, looked up): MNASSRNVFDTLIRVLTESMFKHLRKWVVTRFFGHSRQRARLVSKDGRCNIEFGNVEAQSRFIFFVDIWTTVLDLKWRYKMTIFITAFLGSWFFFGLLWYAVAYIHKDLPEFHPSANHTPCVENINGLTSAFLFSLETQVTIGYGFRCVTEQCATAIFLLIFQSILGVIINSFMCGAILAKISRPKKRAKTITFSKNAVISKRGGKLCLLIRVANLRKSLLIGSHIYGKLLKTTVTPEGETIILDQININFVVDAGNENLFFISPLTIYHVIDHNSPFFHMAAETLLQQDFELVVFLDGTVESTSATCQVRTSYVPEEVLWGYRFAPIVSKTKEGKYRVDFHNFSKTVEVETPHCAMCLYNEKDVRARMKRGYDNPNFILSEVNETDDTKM
STAT3 act = IL-6 driven STAT3 reporter potentiators, primary screen, U3A cells, luciferase, luminescence, MLSCN library. activation (% of control), % at 5.6 µM. IL-6 STAT3-luciferase reporter; 100% = signal with IL-6 EC80 alone. 0.91% of 190,000 active. AID 871, 2007;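 active = activation above the screen-wide mean of compound activation plus 3 SD, cut at about 130% in these data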;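 also: 0% = background luminescence of wells with medium and substrate only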
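Material: human STAT1-deficient U3A cells with stable STAT3-luciferase reporter / Probe or stimulus: IL-6 stimulus at 33 ng/mL final / Schedule: 1 h compound pre-exposure, 6 h IL-6 stimulation, 37 °C / Technique: luminescence / Read-out basis: percent of IL-6-only median luminescence / Control set: IL-6-only high control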
TLR4-MyD88 BLA = inhibitors of TLR4-MyD88 association in cells, primary screen, cell-based, HeLa CL3-4, BLA complementation, FRET ratio | inhibition, % at 8.4 µM | 0.18% of 200,000 active | AID 861, 2007 | Toll-like receptor 4 (Homo sapiens) + Myeloid differentiation primary response protein … | HeLa CL3-4 TLR4/MyD88 BLA complementation; in the data active = inhibition above about 25%;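 also: 0% = vehicle and 100% = reference inhibitor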
STAT1 inh = STAT1 signaling inhibitors, primary screen, cell-based, HTS, luciferase reporter | inhibition, % at 5.5 µM | NIH 3T3 STAT1-luciferase reporter, IFN-gamma, luminescence | AID 920, 2007 | 0.35% of 200,000 active;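 active = inhibition above a set limit, the mean inhibition across all tested compounds plus 3 SD, cut at about 34% in these data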;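 also: 0% = IFN-gamma with DMSO and 100% = IFN-gamma with 300 µM nifuroxazide; values of inactives mirror those of a sister screen read the other way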
PPARg SRC-2 ag = agonists of PPARg-SRC-2 recruitment, primary screen, biochemical, HTS; 0.34% of 200,000 active; Peroxisome proliferator-activated receptor gamma (Homo sapiens), P37231; PPARgamma LBD-SRC-2 recruitment; activation, % at 8 µM; in the data active = activation above about 22%;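 also: 0% = vehicle and 100% = reference agonist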
PPARg SRC-1 ag = PPARgamma agonists recruiting SRC-1 coactivator, primary screen, biochemical; 0.41% of 200,000 active; Peroxisome proliferator-activated receptor gamma (Homo sapiens), P37231; activation, % at 8 µM; PPARgamma-SRC-1 coactivator recruitment biochemical assay; in the data active = activation above about 19%;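 also: 0% = DMSO and 100% = reference agonist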
TR-FRET SRC-2 ct = TR-FRET signal artefacts, primary screen, artefact control for PPARgamma SRC-2 agonist project, biochemical; 0.4% of 200,000 active; TR-FRET ratio at 8 µM; TR-FRET artefact counter-screen; hits give high values; AID 1049, 2008; in the data active = TR-FRET ratio above about 2000; also: inactives centre near 1500
RAM inhibit = inhibitors of the yeast RAM network, primary screen, dse1pr::URA3 reporter, 5-FOA selection. S. cerevisiae dse1pr::URA3 reporter, 5-FOA growth OD615, 2 d; analog-sensitive cbk1-as2 kinase mutant strain. inhibition, % at 50 µM. AID 868, 2007. 1.8% of 190,000 active;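 active = inhibition above a set limit, 3 SD over mean compound inhibition, cut at about 8.4% in these data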;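 also: 0% = DMSO-only wells with no growth and 100% = 10 µM 1-NA-PP1 full growth; inhibition rescues growth on 5-FOA so higher OD means more RAM inhibition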
STAT3 blocker = IL-6 driven STAT3 reporter inhibitors, primary screen, U3A cells, luciferase, luminescence, MLSCN library | IL-6 STAT3-luciferase reporter; host cell line lacks STAT1 | inhibition, % at 5.5 µM | 0.89% of 190,000 active;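 active = inhibition above the mean inhibition across all screened compounds plus 3 SD, cut at about 44% in these data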;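 also: 0% = DMSO only wells and 100% = 100 µM nifuroxazide control wells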
S1P3 antagonist = S1P3 receptor antagonists, primary screen, cell-based. 0.27% of 170,000 active. CHO S1P3 NFAT-BLA reporter, FRET fluorescence, antagonist mode. Sphingosine 1-phosphate receptor 3 (Homo sapiens), Q99500. inhibition, % at 4.98 µM;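 active = inhibition above the plate cutoff, the mean inhibition of test wells on that plate plus 3 SD, cut at about 28% in these data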;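 also: cells challenged with S1P at its EC80 of 0.8 µM; blue over green emission ratio from cleaved BLA substrate after 4 h stimulation; 0% = S1P-stimulated wells and 100% = unstimulated DMSO-only wells; some compounds past the cut are filed as inactive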
Starred values were filed as active, the others as inactive; nt = not tested or not shown.

Each structure is followed by: PPARg SRC-3 ag	TR-FRET SRC-2 ct	PPARg SRC-1 ag	STAT3 blocker	STAT1 inh	TLR4-MyD88 BLA	PPARg SRC-2 ag	S1P3 antagonist	STAT3 act	RAM inhibit	ROMK primary
- COC(=O)c1ccccc1NC(=O)C1CCCN(S(=O)(=O)c2ccc(OC)cc2)C1 (configuration not stated)
→ 2.8	1532	-4.2	18.1	-2.4	2.4	5.5	-31.9	87.8	4.8	-1.86
- O=C(CCN1CCN(c2ccccc2)CC1)N/N=C/c1ccc(O)c(O)c1O
→ -0.8	1392	2.2	9.5	3.9	13.7	-0.7	9.5	96.9	1.5	1.34
- O=C(N/N=C/c1ccc[nH]1)c1ccc([N+](=O)[O-])cc1
→ 5.9	1667	0.8	-8.5	-4.6	-4.6	13.4	-4.8	106.0	0.4	nt
- COc1ccc(N2C(=O)/C(=C\c3ccco3)N=C2SCC(=O)NC(C)(C)C)cc1Cl
→ 1.1	1537	-1.3	-2.4	-4.3	-12.0	1.4	4.1	103.1	5.1	-0.11
- CCOC(=O)c1cc(-c2ccc(F)cc2)n(CC(=O)Nc2nccs2)c1C
→ 2.5	1651	-3.4	15.5	-0.4	4.9	0.6	5.2	91.3	nt	nt
- O=C1C=C(O)C(n2cncn2)C(c2ccc(F)cc2)C1 (configuration not stated)
→ 0.9	1576	1.8	-5.7	-5.1	-16.8	5.3	-21.7	105.7	1.1	-0.208
- COc1cc(/C=C2/C(=O)N=C(N)N2C)cc(OC)c1OC
→ 6.8	1445	5.6	2.2	1.7	1.6	7.5	nt	103.1	0.6	-0.699
- O=c1ccccn1Cc1c(F)cccc1Cl
→ -0.2	1351	-1.4	2.4	-2.9	6.5	-1.2	nt	98.9	0.0	-0.0858
- O=C(NC(=S)NCCc1ccccc1)C1CCCCC1
→ 5.3	1633	7.2	-1.7	-4.3	-12.5	-2.2	4.0	103.5	0.4	-0.0875
- Cc1ccnc(N2C(=O)CSC2c2ccc(Cl)cc2)c1 (configuration not stated)
→ 1.6	1657	0.7	-0.4	9.5	-5.1	3.9	5.0	98.3	-0.3	-0.813
- CCc1ccccc1NC(=O)N[C@H](C(=O)O)C(C)CC (some centres not stated)
→ 6.1	1529	-0.8	-0.1	0.2	-5.6	-0.9	nt	100.2	1.2	-0.518
- O=C(/C=C/c1ccc(S(=O)(=O)N2CCOCC2)cc1)NC(=S)NCCCn1ccnc1
→ 1.4	1577	10.1	11.7	3.2	-1.2	0.9	-13.5	92.2	0.8	-0.562
- CCOC(=O)N1CCC(Nc2c(Nc3ccc(C)c(C)c3)c(=O)c2=O)CC1
→ 0.8	1400	3.6	8.6	-11.5	11.5	1.1	2.2	94.3	1.4	0.204
- COC(=O)CCNS(=O)(=O)c1ccc2ccccc2c1
→ -2.4	1386	1.0	21.0	4.8	7.4	-9.6	-23.3	85.2	0.5	-0.438
- Cc1ccc(F)c(NC=C2C(=O)OC(C)(C)OC2=O)c1
→ -4.1	1428	-5.7	6.0	-1.8	7.9	5.7	-1.6	100.3	0.7	-0.0359
- CC(=O)c1ccc2noc(-c3ccccc3)c2c1
→ 2.9	1480	4.8	17.2	-3.2	9.7	10.8	-4.3	88.5	0.6	nt
- COc1cccc(N2CCN(Cc3nc4ccccc4c(=O)[nH]3)CC2)c1
→ -8.7	1361	-6.5	2.7	-1.1	5.6	-3.8	-11.0	97.4	0.1	nt
- O=[N+]([O-])c1ccccc1N/N=C/c1cc2ccccc2nc1Cl
→ -6.2	1590	1.3	6.5	-1.0	-0.9	7.3	nt	99.4	1.7	1.84
- C=CCN=C(CC)C1=C(O)CCCC1=O
→ 6.0	1452	1.7	8.9	-1.9	1.5	0.4	-38.9	99.9	2.8	0.0271
- CCOC(=O)c1sc(=NC(=O)C2CC2)n(C)c1C
→ 2.8	1473	-4.6	26.3	4.3	2.6	4.8	-10.5	80.9	-1.0	-0.337
- COCCn1c(=S)[nH]c2cc(C(=O)NCCCN3CCOCC3)ccc2c1=O
→ 5.8	1674	8.3	-4.5	0.9	4.6	2.1	nt	106.5	2.7	-0.0398
- Cc1cc(OCCn2cnc3ccccc3c2=O)ccc1[N+](=O)[O-]
→ -2.5	1416	1.4	8.0	-10.3	-9.5	-1.9	-18.5	100.4	2.3	0.542
- COC(=O)c1ccc(NC(=O)Cn2nc(-c3ccncc3)nc2SCC(=O)Nc2nccs2)cc1
→ 17.2	1624	1.8	8.0	-3.3	2.8	8.4	nt	94.9	4.1	nt
- Fc1ccc(CNc2nc(-c3ccco3)cc(C(F)(F)F)n2)cc1
→ -1.2	1595	-3.7	3.1	0.9	2.7	-4.5	nt	99.8	5.5	1.03
- CCOC(=O)c1ccc(N2C(=O)C(O)=C(C(C)=O)C2c2ccccc2)cc1 (configuration not stated)
→ 2.2	1529	1.7	-23.4	-2.4	-1.2	8.7	nt	120.8	5.5	0.384
- CCOC(=O)C1CCN(c2ccc([N+](=O)[O-])cc2)CC1
→ 4.6	1412	1.0	5.3	17.5	-4.6	0.9	-15.9	96.7	0.7	-1.48
- Fc1cccc(CSc2ccc3nnc(-c4cccnc4)n3n2)c1
→ -2.4	1566	5.5	4.6	-0.2	8.2	4.5	2.4	97.5	0.7	-0.493
- Cc1ccc(C(=O)c2ccccc2C(=O)OCC(=O)NC(=O)NC(C)(C)C)cc1
→ 5.1	1484	13.6	9.4	2.3	-6.3	-8.3	2.6	98.6	2.2	1.12
- CCOC(=O)C1=C(C)N(C)C(C)=C(C(=O)OCC)C1c1ccsc1
→ 2.0	1546	-2.7	12.1	0.7	8.9	-1.1	-3.8	99.5	1.9	-0.523
- O=C(N[C@@H](Cc1ccccc1)C(=O)O)c1c(F)c(F)c(F)c(F)c1F
→ -1.0	1562	-2.6	nt	-7.6	0.6	4.0	-11.1	nt	-0.2	nt
- COCCn1cnc2cc(C)c(C)cc21
→ 9.2	1479	0.4	12.1	7.3	-3.9	6.9	-19.7	94.6	1.2	nt
- Cc1ccc(-c2nnc(NCc3nc4ccccc4[nH]3)c3ccccc23)cc1S(=O)(=O)N1CCOCC1
→ -0.2	1622	0.5	-0.8	2.8	-4.8	3.5	14.8	102.5	1.2	nt
- Cc1ccc(CNC(=O)C2CC(c3ccccc3[N+](=O)[O-])=NO2)o1 (configuration not stated)
→ 7.7	1518	3.1	-10.5	-5.0	-11.9	6.1	nt	118.0	1.6	nt
- O=S(=O)(O)c1nc2ccccc2n1Cc1ccc(Cl)cc1
→ -4.3	1449	-0.4	1.9	3.9	6.2	1.4	1.0	101.2	1.5	nt
- CCN(CC)C(=O)N1CCN(C(=O)N2CCOCC2)CC1
→ -1.4	1587	-2.1	-2.1	0.5	-13.6	-1.5	-6.0	103.8	1.1	-0.365
- Cc1ccc(CNC(=O)CCC2CCCN(C(=O)c3ccc4c(c3)OCO4)C2)o1 (configuration not stated)
→ 4.6	1655	0.2	3.7	2.6	-0.3	8.2	10.8	100.6	0.4	-0.0631
- COc1ccccc1N1C(=O)N(C(C)=O)C2C1Nc1ccccc1N2C (configuration not stated)
→ 6.2	1414	3.8	-34.9	17.5	-3.0	6.7	8.8	133.6*	3.0	-0.0274
- O=C(Nc1cccc(S(=O)(=O)Nc2ccccc2F)c1)c1ccc2ccccc2n1
→ 1.2	1795	2.2	20.9	0.3	3.8	0.8	-9.1	83.4	5.0	0.543
- CC1(C)CC(=O)c2c(oc3cc(O)c(O)cc23)C1
→ 2.2	1489	2.1	29.3	0.0	1.3	1.5	nt	79.1	1.0	-0.0504
- Cc1ccc(OCc2nnc(SCC(=O)Nc3ccc4c(c3)OCO4)n2C)cc1
→ 8.9	1520	1.7	10.0	-3.7	-4.0	7.5	15.2	95.1	3.5	nt
- O=C(NCc1ccccc1)C1CCC(CNc2c(N3CCCCC3)c(=O)c2=O)CC1 (configuration not stated)
→ 2.6	1419	-3.9	2.7	-6.0	11.4	-8.9	-7.0	97.6	-1.2	2.07
- CCCCCCCCCCC(=O)Nc1cccnc1
→ 0.4	1563	3.8	5.2	7.5	13.0	-3.8	-10.6	98.5	-1.8	nt
- O=c1c(Sc2ccccc2)c(C(F)(F)F)[nH]n1-c1ccccc1
→ 3.5	1481	2.9	6.0	4.0	-0.1	-5.3	nt	97.8	1.1	-0.369
- Cc1cccc(NC(=O)[C@H](Cc2ccccc2)NC(=O)OCc2ccccc2)c1
→ 2.0	1690	6.3	-14.2	-5.8	-12.3	4.1	4.5	109.3	7.3	0.503
- N#CCCN(C(=O)COC(=O)c1ccc2c(=O)n3c(nc2c1)CCC3)c1ccc(F)cc1
→ -0.6	1457	3.0	-5.3	-4.1	13.1	5.6	-13.8	108.6	-0.8	-0.765
- N#CC1=C(SCc2ccccc2)NC(=O)CC1c1ccco1 (configuration not stated)
→ 3.0	1387	5.0	15.3	8.9	-0.3	11.9	3.2	91.1	0.1	nt
- O=C(Nc1nc(-c2ccc(Cl)s2)cs1)c1ccccc1
→ -2.0	1603	4.7	30.4	-3.3	7.5	8.9	nt	78.9	0.8	1.71
- CC(NC(=O)c1cc2ccccc2o1)C(=O)O (configuration not stated)
→ -1.0	1567	7.5	7.1	3.2	-12.6	5.0	8.8	96.1	0.4	nt
- CC(C)NC(=O)c1cc(-n2cnnc2)ccc1Cl
→ -7.2	1569	-4.2	3.9	0.8	-5.0	-7.6	nt	96.7	0.5	-1.06
- Cc1oc(-c2ccoc2)nc1CN(CC1CCC(=O)N1)C(C)C (configuration not stated)
→ 2.3	1372	5.1	-8.0	-1.3	-8.1	2.9	-29.6	108.9	0.2	0.244
- COc1ccc(C2c3c(n[nH]c3C)CC(C)(O)C2C(C)=O)cc1OC (configuration not stated)
→ 4.2	1566	6.8	6.1	6.3	-9.9	2.3	6.0	99.2	1.9	0.695
- Cc1ccc(-c2cn3cccnc3n2)cc1NC(=O)c1ccc(Br)o1
→ 16.2	1564	0.3	18.8	-4.7	-1.5	-2.8	nt	86.1	-0.3	nt
- CCOC(=O)N1CCN(C(=O)CN(c2ccc(OCc3ccccc3)cc2)S(C)(=O)=O)CC1
→ 2.6	1510	1.2	10.9	-1.6	-11.1	7.5	-24.8	94.4	-0.8	nt
